SRC2 inh – human SRC2 (NCOA2) inhibition; Q15596; HEK293 GAL4-SRC2 luciferase reporter, luminescence; inhibition, % at 9 µM; 0.17% of 370,000 active; AID 651957;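 active means inhibition above the mean inhibition of all tested compounds plus 3 SD, set per campaign, cut at about 52% in these data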;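 further: 0% = DMSO treated cells and 100% = cells given Gossypol at 36 µM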
TROY signal inh – blocks TROY-dependent signaling in reporter cells; Q293 LMP1-TROYcd NF-kB luciferase reporter, 4 h; inhibition, % at 10 µM; 0.98% of 360,000 active;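 active means compounds whose plate-normalised and pattern-corrected inhibition of the luciferase reporter signal at the single screening dose is 50% or more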
COUP-TFII inh – inhibitors of human COUP-TFII (NR2F2); HEK293T NGFI-A luciferase reporter, luminescence; 0.7% of 370,000 active; inhibition, % at 8.6 µM; P24468;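 active means inhibition above a per-plate cutoff, mean inhibition of test wells between control levels plus 3 SD, cut at about 38% in these data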;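 further: cells cotransfected with COUP-TFII expression vector driving the NGFI-A reporter; 0% = median of COUP-TF2 test wells and 100% = reporter-only cells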
SRC3 inh – human NCOA3 inhibition; Q9Y6Q9; 0.17% of 360,000 active; inhibition, % at 3.6 µM; HEK293 GAL4-SRC3 luciferase reporter, luminescence;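 active means inhibition above a per-campaign cutoff, the mean of all compounds plus 3 SD, cut at about 60% in these data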;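 further: 0% = DMSO-treated cells and 100% = gossypol-treated cells at 36 µM; higher means less SRC3-driven luciferase light from the GAL4 reporter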
Target sequence (Q9Y6Q9 whole entry, looked up, the tested form may be a part): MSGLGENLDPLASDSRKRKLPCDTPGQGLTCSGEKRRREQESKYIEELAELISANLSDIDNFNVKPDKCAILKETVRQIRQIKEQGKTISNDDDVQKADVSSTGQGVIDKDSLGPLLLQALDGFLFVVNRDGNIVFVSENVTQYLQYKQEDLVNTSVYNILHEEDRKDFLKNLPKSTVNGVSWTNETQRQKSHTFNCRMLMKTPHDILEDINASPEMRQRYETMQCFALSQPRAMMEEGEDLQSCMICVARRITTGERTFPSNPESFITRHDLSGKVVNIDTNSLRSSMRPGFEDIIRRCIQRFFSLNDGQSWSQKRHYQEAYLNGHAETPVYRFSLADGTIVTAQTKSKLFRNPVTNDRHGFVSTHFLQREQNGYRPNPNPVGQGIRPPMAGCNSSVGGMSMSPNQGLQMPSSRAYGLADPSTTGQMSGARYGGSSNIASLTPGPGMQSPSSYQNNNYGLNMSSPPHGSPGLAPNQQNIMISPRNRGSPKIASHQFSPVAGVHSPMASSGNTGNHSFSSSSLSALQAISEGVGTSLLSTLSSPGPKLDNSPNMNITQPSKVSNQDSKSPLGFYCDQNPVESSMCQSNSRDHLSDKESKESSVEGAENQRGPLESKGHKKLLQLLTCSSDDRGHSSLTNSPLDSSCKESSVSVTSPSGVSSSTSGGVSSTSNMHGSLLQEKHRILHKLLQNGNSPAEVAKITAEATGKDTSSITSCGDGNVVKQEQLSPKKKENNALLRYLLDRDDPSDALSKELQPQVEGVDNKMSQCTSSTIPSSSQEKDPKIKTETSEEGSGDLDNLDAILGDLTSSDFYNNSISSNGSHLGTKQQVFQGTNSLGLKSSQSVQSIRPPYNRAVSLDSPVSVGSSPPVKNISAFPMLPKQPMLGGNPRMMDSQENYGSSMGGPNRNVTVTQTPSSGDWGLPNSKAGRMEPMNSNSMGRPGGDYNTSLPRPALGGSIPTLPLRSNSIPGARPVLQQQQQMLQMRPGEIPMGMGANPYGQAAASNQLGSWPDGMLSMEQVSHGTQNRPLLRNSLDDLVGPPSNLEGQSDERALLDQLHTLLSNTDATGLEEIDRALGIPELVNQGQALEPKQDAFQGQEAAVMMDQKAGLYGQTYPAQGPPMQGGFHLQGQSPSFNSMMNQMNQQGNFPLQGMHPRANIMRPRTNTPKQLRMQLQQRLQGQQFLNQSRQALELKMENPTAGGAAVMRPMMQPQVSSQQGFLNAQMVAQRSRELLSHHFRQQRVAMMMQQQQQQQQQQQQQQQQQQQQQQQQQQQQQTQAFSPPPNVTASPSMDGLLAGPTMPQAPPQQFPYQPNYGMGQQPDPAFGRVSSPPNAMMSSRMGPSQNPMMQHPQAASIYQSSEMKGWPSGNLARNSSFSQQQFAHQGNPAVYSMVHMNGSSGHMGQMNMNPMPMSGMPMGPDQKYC
ABHD5 PLIN5 PPI – blocks binding of human ABHD5 to perilipin-5 | Q00G26+Q8WTS1 | Split G. princeps luciferase complementation, luminescence, 4 h | inhibition, % at 4 µM | 0.78% of 360,000 active | AID 602281;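 active means inhibition above the mean inhibition across every tested compound plus 3 SD, cut at about 22% in these data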;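 further: 0% = DMSO only wells and the 100% control is not disclosed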
NR5A2 inv ag – NR5A2 inverse agonism in reporter assay. 0.13% of 360,000 active. HEK293T StAR-luciferase reporter, LRH-1 transfected, 24 h. O00482. inhibition, % at 3.6 µM;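 active means inhibition above the mean inhibition of all tested compounds plus 3 SD, cut at about 73% in these data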;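 further: 0% = DMSO wells and 100% = reporter-only cells lacking LRH-1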
TWEAK-Fn14 inh – blocks TWEAK-Fn14 interaction in a reporter cell assay; AID 1159606; 2% of 360,000 active; inhibition, % at 10 µM; TWEAK-stimulated Fn14 reporter cells, luciferase luminescence, 8 h; in the data active means inhibition above about 50%
TLR9-MyD88 block – inhibitors of human TLR9-MyD88 binding; Q9NR96+Q99836; CHO BLA complementation TLR9-MyD88, CCF4 FRET ratio; inhibition, % at 4.98 µM; 0.21% of 340,000 active; AID 504734;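 active means inhibition above the mean over all tested compounds plus 3 SD, cut at about 21% in these data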;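 further: 0% = DMSO only wells and 100% = clavulanate BLA inhibitor control wells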
Granule exo inh – blocks lytic granule exocytosis | TALL-104 LAMP-1 surface exposure, flow cytometry; cells stimulated with thapsigargin and PMA | inhibition, % at 10 µM | 0.66% of 360,000 active;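 active means inhibition above about 55%, limit read from the data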
NOD2 RIPK2 PPI – inhibitors of human NOD2-RIPK2 interaction. O43353. CHO BLA complementation NOD2-RIPK2, CCF4 ratio. inhibition, % at 4.98 µM. 0.38% of 360,000 active. AID 624267; in the data active means inhibition above about 21%;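 further: 0% = vehicle only and 100% = reference blocker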
SRC1 inh – human NCOA1 inhibition | Q15788 | HEK293 GAL4-SRC1 luciferase reporter, luminescence | inhibition, % at 3.6 µM | 0.12% of 360,000 active | AID 588354;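 active means inhibition above the campaign mean plus 3 SD, with each screening campaign given its own cutoff, cut at about 60% in these data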;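 further: 0% = DMSO treated cells and 100% = gossypol at 36 µM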
Numbers without * were called inactive; nt = no result given. Not all compounds are listed. The share of hits here may be higher or lower than overall.

SMILES | SRC2 inh | TROY signal inh | COUP-TFII inh | SRC3 inh | ABHD5 PLIN5 PPI | NR5A2 inv ag | TWEAK-Fn14 inh | TLR9-MyD88 block | Granule exo inh | NOD2 RIPK2 PPI | SRC1 inh
CCOc1ccc(NC(=O)c2sc(N3CCOCC3)nc2-c2ccccc2)cc1 | 2 | -12 | 6 | 10 | 7 | -8 | -18 | 18 | -7 | -9 | -10
COc1ccc(NC(=O)c2oc3ccc(S(=O)(=O)N4CCOCC4)cc3c2C)c(OC)c1 | 6 | 8 | 4 | 11 | -2 | -12 | -28 | 1 | -1 | 11 | 4
COc1cc(C(=S)N2CCOCC2)cc(OC)c1OC(=O)c1cc([N+](=O)[O-])cc([N+](=O)[O-])c1 | -7 | 4 | -2 | 1 | -2 | 1 | 6 | 0 | 0 | -1 | -9
CC12CC(c3ccccc3O1)N(C(=O)c1ccco1)C(=S)N2c1ccccc1 (stereo not given) | 6 | -10 | 9 | 10 | -1 | 4 | -13 | -1 | 3 | -8 | 1
COc1ccc(CNn2c(-c3cccs3)nc3ccccc3c2=O)cc1OC | 35 | 9 | 38* | -8 | 0 | 6 | 12 | 22* | 1 | -12 | 4
CCCNC(=O)CN1C(=O)NC(CCSC)C1=O (stereo not given) | 18 | 1 | -5 | 17 | -1 | -3 | 12 | -12 | -2 | -27 | -15
CC(C)CNC(=O)CSc1ccc(S(=O)(=O)N2CCN(C)CC2)cn1 | 2 | -2 | 4 | 30 | 3 | 5 | 15 | 1 | -2 | -2 | -4
Cc1ccc(Nc2n[nH]c(C)c2[N+](=O)[O-])cc1 | -54 | -58 | -41 | -69 | 1 | -139 | -22 | -12 | -10 | 0 | -65
O=C(/C=C/c1ccc([N+](=O)[O-])cc1)NCCSCc1ccco1 | -3 | 11 | 25 | -4 | -1 | 17 | -23 | 6 | 2 | -3 | -6
Cc1ccc(C2(C(F)(F)F)NC(=O)N3C(=C2C#N)Nc2ccccc23)cc1 (stereo not given) | 16 | -1 | -7 | 3 | 3 | -3 | -3 | -4 | -4 | 0 | -11
Cc1ccc(C2(C)NC(=O)N(CC(=O)N(c3ccccc3)C3CCS(=O)(=O)C3)C2=O)cc1 (stereo not given) | -5 | 11 | 14 | -9 | 0 | 0 | -6 | -8 | 2 | -7 | -3
CCn1c(=O)c(=O)[nH]c2cc(C(=O)NCC3CCCCC3)ccc21 | 3 | 7 | 8 | 2 | -5 | 14 | 3 | -9 | -3 | -2 | 6
CC1(NC(=O)NCc2ccco2)CCS(=O)(=O)C1 (stereo not given) | -22 | -12 | 4 | 17 | 1 | 11 | 12 | -15 | -1 | -5 | 2
COC(=O)[C@@H]1Cc2c([nH]c3ccccc23)C(C)(C)N1C(=O)CCl | 29 | -3 | 11 | -4 | 6 | 18 | 0 | 2 | 1 | 1 | -4
COc1cc(CC(=O)N2CCC(n3nccc3NC(=O)C3CC3)CC2)cc(OC)c1OC | -13 | 0 | -21 | -19 | -5 | -15 | 12 | -1 | 0 | -4 | 2
CS(=O)(=O)c1cccc(NC(=O)C2CCCN2S(=O)(=O)c2ccc(F)cc2)c1 (stereo not given) | -11 | 4 | 16 | -5 | -8 | -6 | 3 | 2 | -6 | -15 | -31
Cc1noc(COc2ccccc2OCC(N)=O)n1 | -2 | -21 | -6 | 4 | 1 | 0 | 4 | nt | -4 | -1 | -4
COc1ccc(CCNC2=NCC(C)S2)cc1 (stereo not given) | 9 | 5 | 3 | 14 | 5 | 7 | -10 | 8 | -1 | -1 | -20
COc1ccc(C2=NC(C)(C)Cc3cc(OC)c(OC)cc32)cc1OC | 16 | -6 | -6 | 0 | 1 | 10 | -3 | -5 | 0 | -3 | -26
CN(C)CCCNC(=O)C[C@H]1C[C@H](C(=O)N2CCCCC2)[C@@]2(CCc3ccccc3)c3[nH]c4ccc(Cl)cc4c3CCN2C1=O | -7 | -6 | -9 | -11 | 22* | -4 | -81 | -6 | 9 | -9 | 0
C[C@@H]1CN([C@@H](C)CO)C(=O)CCCn2cc(nn2)CO[C@H]1CN(C)S(=O)(=O)c1ccc(C#N)cc1 | -7 | -11 | 8 | 7 | 4 | 5 | -9 | -2 | 6 | -4 | 11
CCc1nnc(NC(=O)c2cc(Cl)ccn2)s1 | -85 | -42 | -27 | -106 | 1 | -100 | -1 | -2 | 5 | 3 | -52
Cn1cc(C(=O)c2ccc(Cl)cc2Cl)cc1C=O | 10 | 14 | -6 | 13 | -10 | 8 | 1 | -7 | 1 | 1 | -2
COc1ccccc1CNC(=O)C1CC(c2ccccc2F)=NO1 (stereo not given) | -31 | -29 | -12 | -31 | -4 | -21 | -1 | -5 | 3 | -5 | -20
O=C(Nc1cc(S(=O)(=O)N2CCOCC2)ccc1N1CCCC1)C1CC1 | 6 | 8 | 9 | 13 | -5 | 4 | 3 | -6 | -2 | 2 | 11
CCOC(=S)SCC(=O)Nc1nccs1 | 17 | 1 | -21 | 13 | 1 | 14 | 21 | -8 | 3 | -5 | -17
O=C(C1CC1)N1N=C(c2ccc(F)cc2)CC1(O)C(F)(F)F (stereo not given) | 16 | -2 | -6 | 7 | -1 | -10 | -2 | -10 | -4 | -2 | 1
C=CCOC(=O)C(C#N)c1nc2ccccc2nc1N1CCN(Cc2ccc3c(c2)OCO3)CC1 (stereo not given) | -14 | 3 | -1 | -17 | 9 | 1 | -12 | -1 | -1 | 8 | -15
CCOC(=O)[C@]12CCCC=C1N(Cc1ccc3c(c1)OCO3)C(=O)[C@H](CC(=O)NCCc1ccccc1OC)C2 | 18 | 3 | 8 | nt | 4 | -4 | 5 | nt | 3 | 0 | nt
O=C(NCCc1ccccc1)C1CCN(C(=O)c2ccc(F)cc2)CC1 | -6 | -20 | 0 | -18 | -4 | -11 | 0 | 1 | 11 | 0 | 19

Quoted from the listing:
TLR9-MyD88 block result of COc1ccccc1CNC(=O)C1CC(c2ccccc2F)=NO1 (stereo not given) is entered as -5
COUP-TFII inh result of Cc1ccc(C2(C(F)(F)F)NC(=O)N3C(=C2C#N)Nc2ccccc23)cc1 (stereo not given) is entered as -7

(listing goes on)
SMILES | SRC2 inh | TROY signal inh | COUP-TFII inh | SRC3 inh | ABHD5 PLIN5 PPI | NR5A2 inv ag | TWEAK-Fn14 inh | TLR9-MyD88 block | Granule exo inh | NOD2 RIPK2 PPI | SRC1 inh
C[C@H](NC(=O)c1ccco1)C(=O)Nc1ccc(S(=O)(=O)N2CCCC2)cc1 | -17 | -10 | -2 | 13 | 5 | 9 | -7 | -4 | 1 | -11 | 13
CCN1C(=O)[C@@H]2[C@H](C1=O)[C@@H]1C(=O)Nc3ccccc3C(=O)N1[C@@H]2c1cccc(C)c1 | -6 | 2 | -9 | 10 | 6 | -13 | 5 | -5 | 1 | 6 | -19
C[C@@H](C(=O)NCCc1ccccc1)N1C(=O)N2CCc3c([nH]c4ccccc34)[C@@]2(C)C1=O | -8 | -1 | 17 | -14 | -10 | -32 | 5 | -9 | 10 | -4 | -16
COc1cccc(C(C)(O)c2nc(-c3ccc(OC)c(OC)c3)cs2)c1 (stereo not given) | 8 | 15 | 3 | -4 | -2 | 18 | 11 | nt | -1 | -7 | 1
O=C(c1ccc([N+](=O)[O-])cc1)N1CCc2ccccc21 | -11 | -13 | 12 | 6 | 1 | -6 | 2 | 3 | -1 | 5 | -12
COC(=O)C1=C(C)NC2=C(C(=O)CCC2)C1c1ccc(-c2ccsc2C(=O)OC)o1 (stereo not given) | -14 | -2 | 14 | 10 | 24* | 9 | 8 | -6 | 15 | -15 | 16
Cc1ccc(S(=O)(=O)NNC(=S)Nc2cccc(F)c2)cc1 | -8 | -17 | -2 | 21 | -1 | -1 | 5 | 5 | -4 | -4 | 3
COCCn1c(Cc2ccccc2)nnc1SCC(=O)Nc1ccccc1 | -11 | 26 | -3 | 5 | -7 | -9 | 4 | -1 | -2 | -3 | -4
CCOC(=O)[C@@H]1[C@H]2COc3ccccc3[C@H]2N2C(=O)N(c3ccc(Cl)cc3)C(=O)[C@]12C | -27 | 20 | -9 | 18 | 1 | 2 | 4 | 5 | -15 | -6 | 5
COc1ccc(C(=S)NCS(=O)(=O)c2ccc(C)cc2)cc1 | -22 | -17 | 4 | 9 | 2 | -2 | 22 | 6 | -6 | -2 | -16
COC(=O)C[C@H]1CC[C@@H](NC(=O)Nc2cccc(OC)c2)[C@@H](CO)O1 | -23 | nt | -3 | nt | -7 | -30 | nt | nt | -4 | -16 | nt
Cc1onc(-c2c(F)cccc2Cl)c1C(=O)Nc1ccc(Cl)c(S(=O)(=O)N(C)C)c1 | -69 | 4 | -4 | 6 | -21 | 3 | -4 | 4 | 0 | -4 | -8
CCOc1ccc(N/C(=N/c2nc(C)cc(C)n2)NC(C)=O)cc1 | -23 | 7 | 5 | 11 | 4 | -6 | 5 | 0 | 2 | -4 | 18
Cc1ccc(S(=O)(=O)N2CCN(CC(=O)N/N=C/c3cc([N+](=O)[O-])ccc3Cl)CC2)cc1 | 16 | 9 | -4 | 15 | 3 | -1 | -16 | -5 | -1 | -2 | 0
COc1ccccc1NC(=O)Cc1nnc(SCC(=O)Nc2ccc(F)cc2F)n1C | 3 | 6 | 6 | -17 | -1 | 7 | 1 | -8 | -13 | 1 | -16
COCCN(CC(=O)Nc1cccc(C)c1C)C(=O)c1cc2c(s1)CCC2 | -10 | 6 | 2 | 10 | 4 | 16 | 0 | 0 | 12 | 7 | -16
COc1ccccc1NC(=O)c1ccc(NC(=O)C2COc3ccccc3O2)cc1 (stereo not given) | 15 | 9 | -10 | -15 | 0 | 5 | -12 | 7 | 10 | -8 | 9
Cn1cc(Br)c(C(=O)NC2C3CC4CC(C3)CC2C4)n1 (stereo not given) | -9 | -9 | -2 | 11 | 3 | -16 | 4 | -3 | 2 | -3 | 7
Cc1c(C)c2ccc(O[C@@H]3O[C@H](CO)[C@H](O)[C@H](O)[C@H]3O)cc2oc1=O | -39 | 12 | 0 | 9 | -7 | -21 | 14 | 6 | 4 | 6 | 8
Cn1c(/C=C/c2ccccc2)nc2ccccc21 | 16 | 31 | 2 | -37 | 2 | -65 | 83* | -6 | -5 | 1 | -54
CCOC(=O)c1cnn(Cc2cccc(Cl)c2)c1C | -3 | -1 | -3 | 11 | -1 | 7 | 0 | -1 | 0 | -6 | 5
O=C(NC1CC1)c1sc2cc(Cl)ccc2c1Cl | -41 | -46 | -33 | -50 | 10 | -73 | -11 | 0 | 13 | 1 | -62
COc1ccc2c(C)cc(SCC(=O)NC3CCCCC3)nc2c1 | -1 | -3 | -14 | 9 | 1 | 7 | -5 | 3 | 6 | 2 | 13
O=C(c1nn(Cc2ccccc2)c(=O)c2ccccc12)N1CCc2ccccc2C1 | 3 | 2 | 4 | 18 | 2 | -21 | -22 | -2 | -3 | 0 | -12
CC(C)Oc1cccc(C(=O)NC(=S)Nc2ccccc2)c1 | -59 | 67* | -8 | -73 | -9 | -62 | 59* | -1 | 1 | -2 | -69
CC(C)(C)c1ccc(C(=O)NCCC(=O)NC2=NCCS2)cc1 | -19 | -33 | -17 | -4 | 3 | -31 | -2 | 0 | -12 | -9 | -3
CC(C)(C)c1ccc(OC(=O)c2ccccc2)cc1 | -13 | 5 | 8 | -1 | 6 | -3 | 16 | -2 | 8 | 4 | 6
